Bioassay records as filed in PubChem.
Runt-SMMHC FRET: inhibitors of RUNX1 Runt–CBFb-SMMHC binding, primary screen, biochemical, FRET, Cerulean-Runt, Venus-CBFb-SMMHC, uHTS; Cerulean-Runt/Venus-CBFb-SMMHC FRET ratio 530/480, 1 h; actives 0.74% (n = 220,000); inhibition, % at 20 µM;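 active = mean inhibition across duplicate retests at 20 µM reaching about 50%, limit read from the data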;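 also: 0% = DMSO wells and 100% = wells with excess untagged CBFb-SMMHC; inhibitors lower the FRET ratio by blocking Runt binding to CBFb-SMMHC; some results filed as inactive read as strong as hits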
Hck Nef HTS: inhibitors of Nef-activated human Hck kinase, primary screen, biochemical, Z-Lyte FRET, 384-well, Hck-YEEI | Tyrosine-protein kinase HCK (Homo sapiens), P08631 | Recombinant Hck-YEEI plus Nef, Z-Lyte FRET kinase assay | inhibition, % at 20 µM | actives 0.68% (n = 220,000) | AID 463187, 2010;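 active = Hck-Nef kinase inhibition above about 50%, limit read from the data; inactive = inhibition below that limit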;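 also: 0% = DMSO with Hck plus Nef and 100% = Hck alone without Nef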
14-3-3 Bad inh: inhibitors of 14-3-3 zeta/Bad binding, primary screen, biochemical, TR-FRET, bovine 14-3-3 zeta. 14-3-3 protein zeta/delta (Bos taurus), P63103. TR-FRET 14-3-3zeta/Dy647-pBad peptide displacement, 1 h. inhibition, % at 21.7 µM. actives 0.71% (n = 220,000). AID 781, 2007;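 active = inhibition above about 70%, limit read from the data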;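 also: 0% = full 14-3-3 plus peptide FRET controls and 100% = background without 14-3-3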
FXIIa inh 1536: human FXIIa protease inhibitors, primary screen, biochemical, 1536-well | Coagulation factor XII (Homo sapiens), P00748 | purified FXIIa, Boc-QGR-AMC fluorogenic substrate, 2 h | inhibition, % at 5 µM | actives 0.3% (n = 220,000); in the data active = inhibition above about 40%;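 also: 0% = enzyme with no compound and 100% = blank without enzyme; many of its hits are not listed in these tables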
thrombin 1536: human alpha-thrombin inhibitors, primary screen, counter-screen for coagulation protease inhibitor project, biochemical, 1536-well, fluorogenic AMC substrate; Prothrombin (Homo sapiens), P00734; AID 1046, 2008; actives 0.26% (n = 220,000); Boc-VPR-AMC fluorogenic substrate cleavage; inhibition, % at 5 µM;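 active = inhibition at or above 40%; inactive = inhibition below 40%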;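 also: 0% = enzyme with no compound and 100% = wells without enzyme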
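System – human alpha-thrombin protein · Reagent – Boc-VPR-AMC substrate, 15 µM final · Compound – 5 µM single dose in 0.2% DMSO · Schedule – reaction at room temperature · Technique – AMC fluorescence at 355 nm excitation and 460 nm emission · Read-out basis – % inhibition relative to enzyme controls and enzyme-free blanks · Control set – no-compound enzyme wells and no-enzyme blanks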
FXIa inh: human FXIa protease inhibitors, primary screen, biochemical, 1536-well. Coagulation factor XI (Homo sapiens), P03951. purified FXIa, Boc-Glu-Ala-Arg-AMC fluorogenic substrate. inhibition, % at 5 µM. actives 0.14% (n = 220,000). AID 798, 2007;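 active = inhibition of at least 40%; inactive = inhibition below 40%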;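 also: fluorescence of freed AMC excited at 355 nm; 0% = enzyme without compound and 100% = no enzyme blank; many of its hits are not listed in these tables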
Wee1 degr inh: Wee1 degradation inhibitors, primary screen, cell-based, HeLa, Wee1K328M-luciferase, luminescence; Wee1-like protein kinase (Homo sapiens), P30291; actives 1.2% (n = 220,000); reporter increase, % at 5 µM; AID 1321, 2008; HeLa Luc-Wee1K328M stability; 100% = proteasome inhibitor MG132 effect;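 active = activation above the mean of all tested compounds plus 3 SD, set per screening run, cut at about 8.8% in these data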;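 also: cells exposed to compound for 20 h before luminescence read; 0% = DMSO alone and 100% = MG132 at 30 µM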
Target sequence (P30291 whole entry K328M): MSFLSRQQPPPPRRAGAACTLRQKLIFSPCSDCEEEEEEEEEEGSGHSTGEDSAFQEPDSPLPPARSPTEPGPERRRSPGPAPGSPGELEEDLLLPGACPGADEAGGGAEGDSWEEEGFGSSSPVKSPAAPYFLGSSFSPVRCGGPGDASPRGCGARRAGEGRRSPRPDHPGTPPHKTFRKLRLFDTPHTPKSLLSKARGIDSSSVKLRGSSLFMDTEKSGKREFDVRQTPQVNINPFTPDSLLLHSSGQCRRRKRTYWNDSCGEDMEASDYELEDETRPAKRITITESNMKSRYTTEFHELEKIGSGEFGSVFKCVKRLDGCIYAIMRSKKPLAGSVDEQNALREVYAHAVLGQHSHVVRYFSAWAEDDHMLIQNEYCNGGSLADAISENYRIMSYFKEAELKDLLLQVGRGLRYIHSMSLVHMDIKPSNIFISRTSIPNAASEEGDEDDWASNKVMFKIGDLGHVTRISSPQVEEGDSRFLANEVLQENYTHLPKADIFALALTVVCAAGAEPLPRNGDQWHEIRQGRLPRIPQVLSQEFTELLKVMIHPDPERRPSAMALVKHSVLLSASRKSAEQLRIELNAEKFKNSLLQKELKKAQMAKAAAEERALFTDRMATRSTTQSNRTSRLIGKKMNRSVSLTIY
Runt-CBFb FRET: inhibitors of RUNX1 Runt–CBFb binding, primary screen, biochemical, FRET, Cerulean-Runt, Venus-CBFb, uHTS. Cerulean-Runt/Venus-CBFb FRET ratio 530/480, 1 h. inhibition, % at 20 µM. actives 0.46% (n = 220,000);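 active = inhibition over about 50% at 20 µM in the single-dose screen, limit read from the data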;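 also: 0% = DMSO wells and 100% = excess unlabeled CBFb competitor control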
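System: Cerulean-labeled Runt domain protein | Quantity: 100 nM of each labeled protein | Schedule: 1 h compound exposure, room temperature | Detection: Fluorescence energy transfer, 422 nm excitation, 530/480 nm emission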
KLK5 inh: human KLK5 protease inhibitors, primary screen, biochemical, 1536-well. actives 0.59% (n = 210,000). AID 873, 2007. inhibition, % at 5 µM. Kallikrein-5 (Homo sapiens), Q9Y337. recombinant hK5, fluorogenic AMC substrate cleavage;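 active = inhibition of 40% or more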;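 also: 0% = enzyme controls without compound and 100% = no-enzyme blanks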
Target sequence (Q9Y337 67-293 limits assumed): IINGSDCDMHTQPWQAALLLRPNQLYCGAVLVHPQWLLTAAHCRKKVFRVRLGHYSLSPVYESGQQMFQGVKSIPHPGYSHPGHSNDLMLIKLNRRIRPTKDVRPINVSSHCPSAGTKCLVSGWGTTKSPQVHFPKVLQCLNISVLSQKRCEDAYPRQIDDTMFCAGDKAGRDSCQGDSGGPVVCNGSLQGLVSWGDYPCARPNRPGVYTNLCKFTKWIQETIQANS
An asterisk follows results filed as active; . = no result given; [ ] = remark or other dose.

Under each structure – 14-3-3 Bad inh, FXIa inh, thrombin 1536, Runt-SMMHC FRET, FXIIa inh 1536, KLK5 inh, Runt-CBFb FRET, Wee1 degr inh, Hck Nef HTS
- CC(=O)c1c(C)[nH]c(C(=O)Nc2cc(S(=O)(=O)N(C)C)ccc2C)c1C
    -13.5, 0.5, -4.3, -4.7, 11.2, 7.3, 0.2, -2.0, 24.1
- CC1=C(C(=O)N2CCN(c3cc(C)ccc3C)CC2)C2(CCC(C)CC2)OC1=O (stereo not drawn)
    -5.4, 7.5, 2.8, 2.3, 10.8, -6.6, -4.9, 1.4, -5.9
- CON1C(=O)C(=O)N(OC)C(C)(C)C1C (stereo not drawn)
    -6.9[fluorescence artefact?], -3.3, 2.0, 0.4, 7.6, 0.9, 0.1, -1.7, -0.4
- Cc1nn(CCCC(=O)Nc2ccc(Br)cc2F)c(C)c1[N+](=O)[O-]
    -1.5, -2.4, 0.3, -3.1, 6.3, 0.1, 1.2, 0.7, 24.4
- CC(C)n1nnnc1SCC(=O)c1ccc2c(c1)OCCO2
    8.5, -1.9, 0.5, -0.2, 12.1, -0.6, -15.3, -2.7, -0.5
- CCn1c(=O)c(=O)[nH]c2cc(C(=O)NC3CCCc4ccccc43)ccc21 (stereo not drawn)
    4.1[fluorescence artefact?], -7.4, -4.2, 1.5, -2.1, 8.0, 1.3, 3.1, 0.7
- C=C[C@]1(C)C[C@H]1[C@H](NP(=O)(c1ccccc1)c1ccccc1)c1ccccc1
    6.9[fluorescence artefact?], -6.1, -3.8, 1.3, 2.0, -8.4, -4.6, -1.2, -4.0
- CN1C(=O)/C(=N\OC(=O)c2ccccc2Cl)c2ccccc21
    14.9, 4.9, 3.9, -1.8, 20.7, 3.0, -1.5, -1.0, 9.8
- O=C(NCc1ccco1)/C(=C\c1cccnc1)NC(=O)c1ccccc1F
    1.8[fluorescence artefact?], 7.5, -9.7, 0.9, 3.4, -15.0, -1.1, -2.7, -2.2
- O=C(Nc1nnc(SCc2ccc(Cl)cc2)s1)C1CC(=O)N(Cc2ccccc2)C1 (stereo not drawn)
    -11.7, -4.3, -9.5, -4.0, -3.7, -11.5, -6.0, -0.4, -3.2
- COc1cccc(NC(=S)N(Cc2ccccn2)Cc2ccccc2Cl)c1
    -5.9, 0.9, 1.1, -1.0, 13.1, 2.5, -1.2, -3.0, 1.9
- Cc1cccn2c(=O)c3cc(C#N)c(=NC(=O)c4cccs4)n(CC(C)C)c3nc12
    -14.0, -1.5, -8.5, 88.1*, -0.6, -4.9, 39.0, 0.0, 15.7
- CC(=O)NS(=O)(=O)c1ccc(NC(=O)COc2ccc(C(=O)c3ccccc3)cc2)cc1
    9.2, 3.7, -9.7, 0.4, -0.2, -2.7, -3.0, 10.4*, 1.1
- CCN(C#N)c1nc(N(C)C)nc(N(C)C)n1
    3.1, -5.5, -13.2, -0.5, -19.8, -21.6, -0.4, -1.0, 2.4
- CCC(=O)c1cc(F)c(N2CCN(C(=O)Cc3ccccc3)CC2)cc1C
    9.0, 6.5, 3.1, -3.7, 13.4, -5.7, -1.9, -2.6, -1.7
- Cc1nn(C)c(Oc2cccc(Cl)c2)c1C(=O)Nc1ccc(F)cc1
    -2.9, 4.1, 0.2, -5.9, 18.7, -8.4, -2.0, -0.6, 0.9
- COc1cccc(N2CN(CCc3ccccc3)CNC2=S)c1
    -0.2, 1.9, -5.3, -1.2, 3.2, -7.3, -1.5, 0.9, 15.5
- CN(c1ccccc1)c1nc(-n2ccnc2)nc(-n2ccnc2)n1
    -5.7, -6.2, -4.3, 4.0, 17.1, -5.6, -0.1, 0.3, 3.3
- C=CCn1c(N)cc(=O)nc1SCC(=O)Nc1ccc(C)cc1
    0.9, -8.1, -14.3, 1.9, -0.9, -1.6, 0.5, -1.4, 22.8
- S=c1[nH]nc(C2CCCCC2)n1/N=C/c1ccccn1
    -7.7, -2.1, -7.9, 9.5, 2.8, 0.3, 16.7, -2.5, -1.9

2 compounds picked at random from the list so far, as already listed:
Under each structure – 14-3-3 Bad inh, FXIa inh, thrombin 1536, Runt-SMMHC FRET, FXIIa inh 1536, KLK5 inh, Runt-CBFb FRET, Wee1 degr inh, Hck Nef HTS
- CN(c1ccccc1)c1nc(-n2ccnc2)nc(-n2ccnc2)n1
    -5.7, -6.2, -4.3, 4.0, 17.1, -5.6, -0.1, 0.3, 3.3
- S=c1[nH]nc(C2CCCCC2)n1/N=C/c1ccccn1
    -7.7, -2.1, -7.9, 9.5, 2.8, 0.3, 16.7, -2.5, -1.9

Among those listed so far, these have an NH in an aromatic ring.
Under each structure – 14-3-3 Bad inh, FXIa inh, thrombin 1536, Runt-SMMHC FRET, FXIIa inh 1536, KLK5 inh, Runt-CBFb FRET, Wee1 degr inh, Hck Nef HTS
- CC(=O)c1c(C)[nH]c(C(=O)Nc2cc(S(=O)(=O)N(C)C)ccc2C)c1C
    -13.5, 0.5, -4.3, -4.7, 11.2, 7.3, 0.2, -2.0, 24.1
- CCn1c(=O)c(=O)[nH]c2cc(C(=O)NC3CCCc4ccccc43)ccc21 (stereo not drawn)
    4.1[fluorescence artefact?], -7.4, -4.2, 1.5, -2.1, 8.0, 1.3, 3.1, 0.7
- S=c1[nH]nc(C2CCCCC2)n1/N=C/c1ccccn1
    -7.7, -2.1, -7.9, 9.5, 2.8, 0.3, 16.7, -2.5, -1.9

Limited to KLK5 inh (5 entries from above):
| smiles | KLK5 inh |
| --- | --- |
| CCN(C#N)c1nc(N(C)C)nc(N(C)C)n1 | -21.6 |
| COc1cccc(N2CN(CCc3ccccc3)CNC2=S)c1 | -7.3 |
| Cc1nn(CCCC(=O)Nc2ccc(Br)cc2F)c(C)c1[N+](=O)[O-] | 0.1 |
| CON1C(=O)C(=O)N(OC)C(C)(C)C1C (stereo not drawn) | 0.9 |
| COc1cccc(NC(=S)N(Cc2ccccn2)Cc2ccccc2Cl)c1 | 2.5 |

Further results follow:
Under each structure – 14-3-3 Bad inh, FXIa inh, thrombin 1536, Runt-SMMHC FRET, FXIIa inh 1536, KLK5 inh, Runt-CBFb FRET, Wee1 degr inh, Hck Nef HTS
- COc1ccc(-n2c(Cn3c(=O)sc4ccccc43)nnc2SC)cc1
    12.1, 0.9, -3.8, 1.2, 7.6, -8.0, -0.6, 2.6, 1.8
- C#CCNC(=O)C1=C[C@H](C)[C@@H](CCCO)[C@H](OCC)O1
    -0.4, -1.8, -5.3, 1.8, 5.4, 0.6, -0.6, -0.4, 11.0
- CCCC(=O)Nc1cc(S(=O)(=O)N(CC)CC)ccc1Cl
    0.1[fluorescence artefact?], 3.3, -9.5, -5.1, 6.2, -3.0, 1.2, -0.7, 0.1
- CC(C)=C1C2CCC1C(C(=O)Nc1cc(C)cc(C)c1)C2C(=O)O (stereo not drawn)
    37.2, -2.5, 3.1, 0.3, 3.1, -10.0, -0.5, -0.4, 12.5
- C=CCNC(=O)c1ccc2c(=O)n(CCCN3CCCC3=O)c(=S)[nH]c2c1
    -9.7, -4.6, 6.2, -9.3, 2.4, -5.9, 1.2, -3.8, 7.9
- COC(=O)c1c(NC(=O)c2cccnc2Cl)sc(C(=O)N(C)C)c1C
    -3.7, 1.9, -8.1, -2.3, 17.3, -13.5, -1.8, 3.9, 2.3
- COc1cc(C2C(C(=O)OC(C)C)=C(C)Nc3ncnn32)cc(OC)c1OC (stereo not drawn)
    1.2[fluorescence artefact?], 2.3, -0.4, 1.2, 13.1, -7.3, 1.1, -0.8, -1.2
- CC1(C)CC(=O)C2=C(C1)OC1=C(C(=O)CC(C)(C)C1)C2(C)C
    -5.8, -8.2, -9.1, 5.4, 3.0, -11.9, 1.9, -0.8, -1.4
- Cc1cc(C)c(S(=O)(=O)N2CCCCC2)cc1N(C)S(=O)(=O)c1ccc(Cl)cc1
    6.9, 5.7, -0.6, -1.2, 10.3, -0.8, -2.4, -2.9, -0.9
- CC(=O)/C=C1\SC(CC(=O)O)C(=O)N1c1ccccc1 (stereo not drawn)
    1.3, 4.2, 7.2, -0.3, 5.7, -20.9, 2.4, -2.4, -1.1
- CC(=O)C(Sc1nc(N(C)C)nc(N(C)C)n1)C(=O)Nc1ccccc1 (stereo not drawn)
    -6.8, -1.0, -0.7, 0.1, 6.9, -0.8, -1.7, 1.6, 3.3
- Cn1c(=O)[nH]c(=O)c2c1nc(Br)n2CC(O)c1ccccc1 (stereo not drawn)
    -18.1, -4.5, -1.9, -7.0, 2.4, 3.0, 0.2, 5.1, 0.7
- O=C(CCNS(=O)(=O)c1cccc2nonc12)NC1CCCCC1
    -7.8, 1.2, 2.5, 1.2, 8.3, 3.4, -0.2, -1.9, 20.2
- C=CCNC(=O)/C=C/c1c(F)cccc1Cl
    -6.0[fluorescence artefact?], 1.7, -5.2, 1.1, 3.5, -5.8, -1.7, 13.4*, -0.3
- CCOc1ccc(N2C(=O)/C(=C/c3cccs3)N(CC(=O)OC)C2=S)cc1
    -4.4, 0.2, -1.8, -0.2, 13.2, 5.4, -3.3, -0.8, 0.0
- COc1ccc(-c2cc(=O)oc3cc(OC(=O)C4CCCCC4)c(Cl)cc23)cc1
    -9.6[fluorescence artefact?], 3.0, -7.6, 58.5*, 4.2, -8.2, 66.6*, 0.1, 40.0
- COc1ccc(CCN2C(=NC(=O)CC(C)C)SC3CS(=O)(=O)CC32)cc1OC (stereo not drawn)
    0.8, 5.4, -4.5, -5.1, 9.3, 3.8, -1.1, 2.3, 9.3
- Cc1cccc(Nc2nc3c(s2)CCCC3)c1
    -21.2, 12.6, 1.7, 5.3, 14.1, -3.9, 17.9, 2.1, 0.8
- O=C(COC(=O)C1CC(=O)N(Cc2ccccc2)C1)Nc1ccc(Cl)cc1F (stereo not drawn)
    -3.3, 1.7, 0.9, -0.3, 9.6, 9.5, -0.5, -2.5, 26.2
- COc1ccccc1/C=N/OC(=O)c1ccc(F)cc1
    3.1, 0.1, -1.7, 1.5, 10.9, ., 1.6, 0.3, 0.7
- CN1C(=O)c2ccc(NC(=O)CCS(=O)(=O)c3ccccc3)cc2C1=O
    4.3, -6.3, -4.0, 1.5, -3.5, -11.3, 2.5, -0.5, -14.4
- O=C(NCC1CC1)[C@@H]1C[C@H]1[C@@H](NP(=O)(c1ccccc1)c1ccccc1)c1ccccc1
    7.7[fluorescence artefact?], 18.6, 2.8, -5.2, 26.7, -1.7, -1.2, 0.5, -5.1
